Source: PubChem (National Center for Advancing Translational Sciences (NCATS))
CBFb RUNX1 block = blocks binding between human CBF-beta and RUNX1; Q01196+Q13951; AlphaScreen CBFb-His/RUNX1-biotin binding, biochemical; Potency, µM (titrated, usually from 59.8 µM), for the others: at the highest dose activity, negative = inhibition, hits mostly inhibitors; 230,000 tested, under 10 active; also: % of control where 0% means no effect
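Compounds were screened at multiple concentrations against a preformed CBF-beta(His)/RUNX1(biotin) complex (30 nM of each) for 15 min at room temperature, followed by 90 min with nickel and streptavidin beads and AlphaScreen reading.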
TRb SRC2 PPI = inhibitors of human thyroid hormone receptor beta-SRC2 interaction | P10828 | TRbeta-SRC2 peptide binding, fluorescence polarization; receptor liganded with 1 µM T3 | Potency, µM (highest dose often 106 µM), inactives show at the top dose activity change, negative = inhibition, most hits filed as inhibitors | actives 0.065% (n = 280,000) | AID 1469;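 also: potency is read from the fitted curve at half-maximal effect; plate controls were bound peptide for no effect and peptide without receptor for full effect; nearly all actives have a fitted effect of over 50% in size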
Target sequence (P10828 whole entry, looked up): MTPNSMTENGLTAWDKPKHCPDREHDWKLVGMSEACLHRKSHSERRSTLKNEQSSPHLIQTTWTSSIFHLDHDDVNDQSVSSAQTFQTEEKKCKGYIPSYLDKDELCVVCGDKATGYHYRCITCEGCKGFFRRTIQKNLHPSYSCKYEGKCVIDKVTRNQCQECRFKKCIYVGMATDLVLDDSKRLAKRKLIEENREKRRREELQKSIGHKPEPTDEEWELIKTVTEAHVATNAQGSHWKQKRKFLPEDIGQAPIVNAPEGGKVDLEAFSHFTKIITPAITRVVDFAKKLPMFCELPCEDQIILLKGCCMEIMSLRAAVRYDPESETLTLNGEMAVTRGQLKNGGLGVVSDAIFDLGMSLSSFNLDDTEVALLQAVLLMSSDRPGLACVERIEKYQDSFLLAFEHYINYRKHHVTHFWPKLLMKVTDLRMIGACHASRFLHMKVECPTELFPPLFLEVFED
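A fluorescence polarization screen tested compounds at multiple concentrations against complex formation between 0.6 uM TRb ligand-binding domain and 20 nM Texas Red SRC2 peptide, with 1 uM T3 present; readout after 5 hr.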
Epigenetic reg = regulators of epigenetic silencing causing reporter derepression in mouse cells. murine LDR cells, GFP reporter derepression, 30 h. Potency, µM (top dose mostly 53.9 µM), for inactives: top-dose GFP activation, hits mostly activators. actives 0.2% (n = 280,000); also: potency is read from the fitted curve at half-maximal effect; % of control where 0% means no effect; nearly all actives have a fitted effect of over 60% in size
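GFP-positive cell count by laser-scanning cytometry (objects 20–120 um) after 30 h, 37 C compound exposure of murine LDR cells; reporter is CMV-GFP integrated at a silenced locus, inducible by HDAC or DNMT inhibitors.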
Tau fluor counter = counter-screen for tau fibril formation inhibitors. tau K18 P301L Alexa594 fluorescence, heparin fibrillization. Potency, µM (titrated, usually from 57.7 µM), inactives show top-dose activity change, negative = decrease. actives 0.93% (n = 280,000). AID 1463; also: potency is read from the fitted curve at half-maximal effect; % is scaled to controls: 0 for no effect and ±100 for the full control effect; nearly all actives have a fitted effect of over 55% in size
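Human tau K18 P301L (15 uM unlabeled, 0.24 uM Alexa 594-labeled) in 100 mM sodium acetate pH 7 with 20 uM heparin, 6 hr at 37 C. ThT 30 uM added, 1 hr ambient; Alexa 594 FP and total fluorescence read at 555/632 nm.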
aGal spleen mod = inhibitors or activators of human alpha-galactosidase in spleen homogenate. P06280. human spleen homogenate, 4MU-alpha-Gal fluorescence, 40 min. Potency, µM (titrated, usually from 80 µM), inactives show top-dose activity change, negative = inhibition, actives largely listed as inhibitors. actives 0.008% (n = 240,000). AID 2107;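 also: potency is read from the fitted curve at half-maximal effect; 0% = enzyme with vehicle and -100% = no enzyme basal signal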
Target sequence (P06280 32-429 limits assumed): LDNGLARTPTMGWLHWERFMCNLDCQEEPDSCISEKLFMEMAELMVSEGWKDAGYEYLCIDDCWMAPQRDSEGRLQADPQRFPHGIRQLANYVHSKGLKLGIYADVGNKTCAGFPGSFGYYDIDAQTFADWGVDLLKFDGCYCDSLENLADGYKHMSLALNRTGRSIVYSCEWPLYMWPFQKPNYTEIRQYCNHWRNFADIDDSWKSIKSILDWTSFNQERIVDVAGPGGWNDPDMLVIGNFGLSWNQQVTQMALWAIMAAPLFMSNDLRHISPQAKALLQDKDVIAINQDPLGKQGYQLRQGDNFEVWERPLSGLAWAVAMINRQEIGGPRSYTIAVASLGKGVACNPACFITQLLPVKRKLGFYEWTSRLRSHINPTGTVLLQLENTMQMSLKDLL
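Human spleen homogenate (1 ug) was the enzyme source, with 4-methylumbelliferyl-alpha-D-galactopyranoside (1 mM final) in pH 5.0 citrate buffer with 0.01% Tween-20. Compounds were titrated; after 40 min at 37C, NaOH/glycine stop, 4-MU fluorescence read; AC50 from Hill fits.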
TexasRed fluor = counter-screen for TRb-SRC2 inhibitors: fluorescence interference. TRb/SRC2 Texas Red total fluorescence interference. Potency, µM (top dose mostly 106 µM), without a hit: top-dose fluorescence change, negative = quenching. actives 0.29% (n = 280,000). AID 1479; active = well fitted curve in either direction with a large enough effect; inconclusive = small, poorly fitted or top-dose-only effect; also: potency is read from the fitted curve at half-maximal effect; % is scaled to controls: 0 for no effect and ±100 for the full control effect
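Flags fluorescent or light-absorbing compounds by total fluorescence, S + 2P, at 555 nm excitation and 632 nm emission. Mixture: 20 nM Texas Red SRC2 peptide, 0.6 uM human TRb LBD, 1 uM T3, 5% DMSO; compound exposure 5 h at ambient temperature.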
Tau fibril FP = inhibitors of human tau fibril formation; K18 P301L tau heparin fibrillization, Alexa594 FP, 6 h; Potency, µM (doses to about 57.7 µM), without a hit: top-dose activity, negative = inhibition, usual class: inhibitors; actives 0.39% (n = 280,000); AID 1468; also: potency is read from the fitted curve at half-maximal effect; % is scaled to controls: 0 for no effect and ±100 for the full control effect; nearly all actives have a fitted effect of over 55% in size
Target sequence (P10636 561-689 P618L limits assumed): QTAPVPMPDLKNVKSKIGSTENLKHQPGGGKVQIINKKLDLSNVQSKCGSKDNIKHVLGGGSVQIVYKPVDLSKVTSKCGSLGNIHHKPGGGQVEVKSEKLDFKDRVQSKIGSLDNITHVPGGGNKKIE
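Compound effects on tau fibrillization are measured by Alexa 594 fluorescence polarization (ex 555, em 632 nm). K18 P301L tau is used at 15 uM with 0.24 uM labeled tracer, and 20 uM heparin induces aggregation over 6 hr at 37 C.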
NPSR antagonist = blocks cAMP signaling of the human neuropeptide S receptor; CHO-NPSR cells, cAMP TR-FRET, antagonist mode; Potency, µM (doses to about 38.3 µM), without a hit: at the highest dose activity change, negative = inhibition, hits mostly inhibitors; AID 1461; actives 1% (n = 220,000); also: potency is read from the fitted curve at half-maximal effect; % is scaled to controls: 0 for no effect and ±100 for the full control effect; nearly all actives have a fitted effect of over 50% in size; many of its hits are not listed in these tables
* = called active by the depositor; ? = inconclusive; nt = no result given; [ ] = another dose, or the depositor's remark. Unless noted, calls follow the shape of the dose curve; as a rule, active = well fitted curve in the direction sought with a large enough effect; inconclusive = small, poorly fitted or top-dose-only effect, or another doubt; inactive = no such curve, though single readings can be large; an effect the other way counts as inactive or inconclusive. Not all compounds are listed, so the mix of outcomes need not match the whole.

SMILES,CBFb RUNX1 block,TRb SRC2 PPI,Epigenetic reg,Tau fluor counter,aGal spleen mod,TexasRed fluor,Tau fibril FP,NPSR antagonist
COc1nc(NC23CC4CC(CC(C4)C2)C3)nc(OC)n1,3.0%,5.9%,0.0%,-13.8%,1.4%,-1.2%,-6.5%,-21.3%[46.1 µM]
COc1cccc(-n2c(SCC(N)=O)nc3c(oc4ccccc43)c2=O)c1,nt,3.6%,2.2%,-6.9%,nt,-25.4%,-2.1%,nt
Cc1ccc2[nH]c(=O)c(Cc3ccccc3)c(O)c2c1,-3.4%,6.5%,-0.9%,-18.0%,3.7%,-1.5%,-2.8%,-12.7%
N#C/C(=C\c1cccs1)C(=O)NCc1ccccc1,0.8%,4.3%,1.1%,-6.6%,?,-1.5%,-8.0%,1.5%
O=C(/C=C/c1ccccc1)Nc1ncn[nH]1,-5.5%,-7.9%,4.2%,-18.6%,-13.5%,-2.1%,?,2.4%[46.1 µM]
Cc1ccc(CCNC(=O)c2ccc3c(c2)c(C)c(C)n3Cc2ccccc2)cc1,nt,19.3%,0.7%,-16.7%,nt,7.8%,11.0%,nt
O=C(COCc1cc(-c2ccc(F)cc2)on1)Nc1cc(F)ccc1F,nt,-5.4%,-1.1%,-8.6%,nt,-1.4%,-10.5%,nt
O=C(COC(=O)c1cccnc1Nc1ccccc1F)NCCN1C(=O)CSC1=O,0.5%,-5.9%,-1.0%,-21.0%,2.5%,0.6%,-5.8%,-21.9%[46.1 µM]

As entered above:
COc1nc(NC23CC4CC(CC(C4)C2)C3)nc(OC)n1 in CBFb RUNX1 block has 3.0%
COc1cccc(-n2c(SCC(N)=O)nc3c(oc4ccccc43)c2=O)c1 in TRb SRC2 PPI has 3.6%

(listing goes on)
SMILES,CBFb RUNX1 block,TRb SRC2 PPI,Epigenetic reg,Tau fluor counter,aGal spleen mod,TexasRed fluor,Tau fibril FP,NPSR antagonist
Cc1ccc(C(=O)/C=C\C(=O)c2ccc(C)cc2)cc1,11.9%,2.1%,0.0%,-7.0%,-15.5%,0.4%,-2.0%,?
Cc1ccc(OCc2ccc(-c3nc(C#N)c(NCc4cccnc4)o3)o2)cc1,nt,-2.0%,-0.5%,?,nt,-4.4%,?,nt
COc1ccc(CCNC(=O)C2(c3cccs3)CCOCC2)cc1OC,nt,-11.1%,0.5%,-6.6%,nt,0.1%,1.6%,nt
COc1cccc(/C=N/n2c(=S)n(C)c3ccccc32)c1OC,-12.6%,9.9%,-4.6%,?,2.0%,-0.4%,-12.0%,-14.3%[46.1 µM]
Cn1c(=O)c2ncn(CC(=O)Nc3cccc(-c4nc5ccccc5s4)c3)c2n(C)c1=O,-6.3%,-6.7%,-1.1%,-27.2%,6.1%,2.4%,?,-11.8%[46.1 µM]
O=C(NCc1ccccn1)C1CCCN(Cc2cnn(-c3ccccc3)c2-n2cccc2)C1 (stereo not given),-0.5%,3.1%,-1.1%,0.8%,-0.9%,-1.8%,2.4%,-13.7%[46.1 µM]
Cc1ccc(S(=O)(=O)CC2CSc3nc4ccccc4n32)cc1 (stereo not given),0.6%,0.7%,0.6%,-14.3%,-6.2%,-6.9%,-2.8%,24.6%[46.1 µM]
Cc1cccc(N/C(=N\S(=O)(=O)c2ccccc2)C(F)(F)F)c1,-2.7%,-0.3%,0.0%,-3.5%,-7.0%,-1.3%,-7.8%,-13.8%[46.1 µM]
Cc1ccc(NC(=O)CN(C)CC(=O)Nc2ccc(N3CCOCC3)cc2)c(C)c1,6.4%,7.1%,2.3%,-1.4%,-7.4%,-1.2%,3.0%,12.6%
O=[N+]([O-])c1cc(Cl)ccc1N1CCN(c2ccccc2O)CC1,?,-4.3%,0.0%,15.8µM*[quencher],-4.8%,-3.5%,14.6%,-16.8%
CCOC(=O)c1ccccc1NC(=O)/C=C/c1cc(OC)c(OC)c(OC)c1,-1.6%,0.1%,0.1%,-13.2%,4.0%,-2.0%,-10.8%,-8.7%[46.1 µM]
Cc1cc(Cl)ccc1OCC(=O)NCCOc1nc(N2CCOCC2)nc(N2CCOCC2)n1,1.3%,-8.8%,0.0%,-0.5%,-14.9%,-1.8%,-3.2%,2.6%[46.1 µM]
O=C(Cn1c(=O)oc2ccccc21)N(Cc1ccccc1)C1CCS(=O)(=O)C1 (stereo not given),3.8%,-4.4%,-2.7%,9.7%,5.3%,1.1%,7.8%,0.7%[46.1 µM]
Cc1ccc(N2CCN(S(=O)(=O)c3ccc4oc(=O)c5ncn(C)c5c4c3)CC2)c(C)c1,nt,-0.5%,4.2%,-0.4%,nt,1.1%,0.3%,nt
Cc1ccc(S(=O)(=O)c2nc(-c3ccco3)oc2SCC(C)C)cc1,nt,2.5%,-1.5%,?,nt,-0.4%,-15.0%,nt
O=C(O)COc1ccccc1/C=N/NC(=O)Cc1csc(Nc2cccc(C(F)(F)F)c2)n1,-2.8%,-0.3%,-0.1%,-23.4%,3.2%,-5.6%,11.8%,6.3%

The list goes on; the last two above are carried over.
SMILES,CBFb RUNX1 block,TRb SRC2 PPI,Epigenetic reg,Tau fluor counter,aGal spleen mod,TexasRed fluor,Tau fibril FP,NPSR antagonist
Cc1ccc(S(=O)(=O)c2nc(-c3ccco3)oc2SCC(C)C)cc1,nt,2.5%,-1.5%,?,nt,-0.4%,-15.0%,nt
O=C(O)COc1ccccc1/C=N/NC(=O)Cc1csc(Nc2cccc(C(F)(F)F)c2)n1,-2.8%,-0.3%,-0.1%,-23.4%,3.2%,-5.6%,11.8%,6.3%
Nc1nc2c(nc(Br)n2C2CC(O)C(CO)O2)c(=O)[nH]1 (stereo not given),nt,-4.9%,2.0%,3.0%,-2.0%,0.0%,-1.9%,nt
COc1ccc(NC(=O)C(CCS(C)(=O)=O)NC(C)=O)cc1 (stereo not given),4.6%,-10.6%,-1.4%,1.9%,8.1%,1.7%,-6.3%,-12.0%[46.1 µM]
Cc1ccc(C)c(NC(=O)c2nnn(Cc3ccc(F)cc3Cl)c2N)c1,nt,1.1%,0.0%,?,nt,-0.2%,?,nt
CC(C)c1ccc(C2c3c(oc4ccc(Cl)cc4c3=O)C(=O)N2CCCN2CCOCC2)cc1 (stereo not given),nt,4.7%,-3.6%,-18.1%,nt,-2.0%,-2.4%,nt
Cc1ccc(-c2cc(C(=O)N3CCN(S(=O)(=O)c4ccc(Br)cc4)CC3)[nH]n2)c(C)c1,nt,4.4%,-0.4%,9.6%,nt,1.0%,-8.4%,nt
CCOC(=O)N1CCC(N2C(=O)c3ccccc3C2Nc2c(C)cccc2C)CC1 (stereo not given),1.0%,-12.2%,-0.4%,-4.6%,-2.7%,-2.2%,-0.2%,?
Cc1cc(C)c(C)c(S(=O)(=O)Nc2ccccc2C(=O)O)c1C,13.6%,-4.3%,?,1.1%,-4.9%,-2.7%,-0.7%,-55.2%
COc1ccc(NC(=O)c2cc(-c3ccc(F)cc3)no2)cc1OC,nt,1.8%,0.0%,?,nt,-11.2%,1.4%,nt
O=C(CNc1ccccc1)N/N=C/c1ccc2c(c1)OCCO2,-1.1%,0.4%,0.0%,-19.0%,1.8%,0.0%,7.1%,12.2%
O=C(Nc1ccccc1)Nc1ccccc1C(=O)NCc1ccccc1,0.3%,8.6%,2.0%,-13.1%,-2.5%,0.6%,-14.4%,-12.8%[46.1 µM]
O=C1CN(c2ccccc2)C(=O)N1,5.6%,-8.8%,0.0%,-9.0%,10.1%,-4.1%,-5.1%,-5.2%[7.67 µM]
CCCc1nccn1S(=O)(=O)c1cc(OC)ccc1OC,10.0%,1.7%,-3.4%,-0.9%,1.1%,-1.9%,5.5%,-4.1%[46.1 µM]
CC(C)c1nc(C#N)c(NCCCn2ccnc2)o1,-3.4%,1.4%,-4.0%,1.7%,-2.4%,0.8%,1.0%,-9.4%[46.1 µM]
Fc1ccc(NC(=S)N2CCCc3ccccc32)cc1,-24.2%,0.1%,-2.7%,-15.5%,9.0%,-6.4%,-8.6%,-1.9%[46.1 µM]
CCCSc1nnc2[nH]c(=O)cc(C)n12,nt,4.1%,1.6%,-11.8%,nt,-0.2%,-5.1%,nt
Cn1c(=O)[nH]c(=O)c2c1nc(N1CCN(c3cccc(Cl)c3)CC1)n2CCCc1ccccc1,8.4%,-1.1%,1.8%,1.1%,2.4%,-4.3%,1.7%,-4.5%[46.1 µM]
NC(=O)c1ccc(NC(=O)CCc2nc3ccccc3s2)cc1,?,2.3%,5.8%,-17.5%,-0.3%,-0.9%,-1.5%,-0.2%
CCOC(=O)c1sc2nc(SC)nc(-c3ccccc3)c2c1N,17.0%,-1.4%,-2.6%,-1.6%,5.0%,-1.4%,-7.0%,-0.2%[46.1 µM]
O=C(NCCCN1CCOCC1)c1c(O)c2cc(Br)cc(Br)c2[nH]c1=O,3.4%,4.6%,1.2%,-7.6%,7.5%,1.3%,1.6%,10.4%[7.67 µM]
Cc1c(Cl)cccc1NC(=O)C(C)n1c(=O)cc(C)c2c(C)nn(-c3ccccc3)c21 (stereo not given),nt,0.7%,0.0%,-2.4%,nt,-0.9%,6.5%,nt
Cc1onc(-c2ccccc2Cl)c1C(=O)OCc1cnc(Cl)s1,15.3%,2.9%,-0.4%,-13.0%,-1.1%,2.7%,2.4%,-40.1%
